High-throughput results as filed in PubChem.
RNase H inhibition: RNase H inhibition, HIV 1 Gag Pol polyprotein, FRET biochemical assay, screening (AID 372); HIV-1 RT RNase H, FRET RNA/DNA substrate fluorescence; higher % means a stronger effect; inhibition, % at 10 µM, or IC50 in µM where a hit was titrated; 100,000 tested, 0.77% active; in the data active = inhibition above about 50%
Numbers without * were called inactive; & = joins results of further samples. The list is partial. The share of hits here may be higher or lower than overall.

no.	compound	RNase H inhibition
1	COc1cc(/C=C2/C(=O)NN(c3ccccc3)C2=O)ccc1OC(C)=O	6%
2	COc1ccc(C(=O)c2ccc(C(=O)c3ccc(OC)c4ccccc34)cc2)c2ccccc12	0%
3	C/C(=N\NC(=O)c1cccc(C)c1)c1ccc(N)cc1	5%
4	O=C1CN(C(=O)CN2CCOCC2)c2ccccc2N1	0%
5	O=C(Nc1ccccc1C(=O)N1CCN(Cc2ccccc2)CC1)c1ccc([N+](=O)[O-])cc1	8%
6	Cc1ccc(-c2nc(-c3ccc(C)cc3)[nH]c(=O)n2)cc1	5%
7	COc1cccc(NC(=O)c2cc([N+](=O)[O-])ccc2Br)c1	9%
8	CCOc1ccc2cc(S(=O)(=O)N3CCC(C)CC3)ccc2c1	3%
9	CCC1C(=O)C(CC)C(c2ccccc2)NC1c1ccccc1 (stereo unspecified)	7%
10	Cc1cc(Cl)ccc1OCC(=O)NNC(=O)c1cc(Cl)ccc1O	12%
11	Cc1[nH]c2ccccc2c1C(c1ccc(N(C)C)cc1)c1c(C)[nH]c2ccccc12	32%
12	COc1ccc(/C=N\N(C)c2nc(-c3ccccc3)cc(-c3ccccc3)n2)cc1OC	31%
13	COc1ccc(C(=O)N2CCN(S(C)(=O)=O)CC2)cc1	0%
14	COC(=O)c1ccc(C(=O)Nc2cc(Cl)ccc2Cl)cc1NC(=O)c1ccccc1C	7%
15	COC(=O)C1=C(C)NC(C)=C(C(=O)OC)C1c1ccc(OCC(N)=O)cc1	0%
16	CCOc1ccccc1C=Nn1c(-c2ccccc2)n[nH]c1=S	8%
17	COc1ccc(OCCOc2ccc(/C=C3\SC(=S)N(c4ccccc4)C3=O)cc2OC)cc1	8%
18	O=C(COc1ccc2ccccc2c1)N/N=C/c1ccccc1Br	13%
19	CCOC(=O)c1c(N)sc(C(=O)Nc2cccc(OC)c2)c1C	12%
20	O=C(N/N=C/c1ccc(Cl)cc1)c1cc(-c2ccc3ccccc3c2)n[nH]1	11%
21	O=C1NC(=S)NC(=O)C1=Cc1ccc(Oc2ccc(C(F)(F)F)cc2[N+](=O)[O-])c(Cl)c1	11%
22	O=C(O)CCN1C(=O)/C(=C/C=C/c2ccc([N+](=O)[O-])cc2)SC1=S	6%
23	O=C1CC(NCCC2=CCCCC2)C(=O)N1c1ccccc1 (stereo unspecified)	6%
24	Nc1cc(N)cc(C(F)(F)C(F)(F)C(F)(F)F)c1	9%
25	O=C(CCC(=O)Nc1ccc(F)cc1)N/N=C/c1ccc(O)cc1O	10%
26	CNc1oc(-c2ccccc2)nc1S(=O)(=O)c1ccccc1	7%
27	NC(=S)N/N=C/c1cn[nH]c1-c1ccccc1	10%
28	COc1cc(NC(=O)c2cnccn2)c(OC)cc1Cl	10%
29	CC(=O)Nc1ccc2oc(-c3ccncc3)nc2c1	23%
30	C=CC(=O)NC(NC(=S)Nc1ccc(C(=O)OCC)cc1)C(Cl)(Cl)Cl (stereo unspecified)	9%

Ordered by molar mass (falling): part of the list above.
no.	compound	RNase H inhibition
18	O=C(COc1ccc2ccccc2c1)N/N=C/c1ccccc1Br	13%
16	CCOc1ccccc1C=Nn1c(-c2ccccc2)n[nH]c1=S	8%
23	O=C1CC(NCCC2=CCCCC2)C(=O)N1c1ccccc1 (stereo unspecified)	6%

More structures
no.	compound	RNase H inhibition
31	Cc1ccccc1-c1nc2cc(NC(=O)c3ccccc3[N+](=O)[O-])ccc2o1	17%
32	CCOC(=O)C1=C(C)N=c2s/c(=C\c3ccc(OC)cc3)c(=O)n2C1c1ccc(OC)cc1 (stereo unspecified)	0%
33	Cc1cc(Cl)ccc1OCC(N)=O	3%
34	Cc1cc(N2CCCCCC2)n2c(nc3ccccc32)c1C#N	2%
35	COc1ccc(N2C(=O)S/C(=C\c3ccc(O)c(OC)c3)C2=O)cc1	24%
36	COc1ccc(/C=N/NC(=O)C(=O)NCc2ccc(Cl)cc2)cc1	9%
37	Cc1cccc(/C=C2/SC(=S)N(C)C2=O)c1	13%
38	O=C(O)c1ccc2c(c1)C(=O)N(c1ccc(Cl)c(C(=O)O)c1)C2=O	0%
39	C=CCc1ccccc1OCCn1cc(C=C2C(=O)NC(=O)NC2=O)c2ccccc21	20%
40	O=C(CCCOc1ccccc1)Nc1ccccc1F	26%
41	CCOC(=O)/C(N=Nc1ccc(Cl)c(Cl)c1)=C(/C)O	12%
42	CC(C)CNC(=O)/C=C/c1ccc([N+](=O)[O-])cc1	9%
43	O=C(NCc1ccccn1)c1ccc([N+](=O)[O-])cc1Cl	4%
44	Cc1cc(Cl)cc(Cl)c1OCC(=O)Nc1ccc(N2CCOCC2)c(Cl)c1	21%
45	CC(C)(C)C(=O)Nc1ccc(C(=O)Nc2cccc(I)c2)cc1	9%
46	O=C1CC(SC(=NCc2ccc3c(c2)OCO3)Nc2ccccc2)C(=O)N1 (stereo unspecified)	0%
47	O=C(Nc1cccc(Cl)c1)NC(c1ccccc1)c1ccccc1	19%
48	CCOC(=O)C1=C(O)/C(=C/c2ccc(O)c(OCC)c2)SC1=Nc1ccccc1	20%
49	COCCOC(=O)C1=C(C)NC2=C(C(=O)CC(c3ccc(OC)cc3)C2)C1c1ccc(OC(C)=O)c(OC)c1 (stereo unspecified)	15%
50	Cc1ccc(C23CC4CC(CC(C(=O)NC5CCCCC5)(C4)C2)C3)cc1	8%
51	O=C(O)CN1C(=O)/C(=C\c2cc([N+](=O)[O-])ccc2Cl)SC1=S	14%
52	COc1ccccc1NC(=O)C1=C(C)NC(=O)NC1c1ccc(C(C)C)cc1 (stereo unspecified)	11%
53	Cc1ccc(C(=O)N2CCN(c3ccccn3)CC2)c(Cl)c1	4%
54	COc1cc(C(=O)N2CCN(Cc3ccc(Cl)cc3)CC2)cc(OC)c1OC	5%
55	O=C(COc1ccc(Br)cc1)N1CCCCC1	2%
56	CCOC(=O)c1ccc(-c2ccc(C=C3C(=O)N(C)C(=S)N(C)C3=O)o2)cc1	30%
57	COc1ccc(NC(=O)c2cc3cc(Br)ccc3oc2=O)c(OC)c1	5%
58	N#CC1=C(N)Oc2cc(O)ccc2C1c1cccc(C(F)(F)F)c1 (stereo unspecified)	30%
59	Cc1cccc(-n2c(C)cc(/C=N/NC(=O)CSCc3cccc(Cl)c3)c2C)c1	49%
60	COc1ccc(Br)cc1C(=O)Nc1nc(-c2ccccc2)cs1	6%
61	CCOc1ccccc1C=Nc1ccc(OC)cc1	13%
62	CCN(Cc1ccccc1)C(=O)c1ccccc1C	6%
63	C/C(=N\NC(N)=O)C1(O)CCCCC1	7%
64	Oc1ccc(Br)cc1CN1CCN(Cc2ccccn2)CC1	12%
65	C/C(=C\c1ccccc1)C(=O)c1c(C)cc(C)[nH]c1=O	9%
66	O=C(COc1ccccc1)NNC(=O)c1ccc(F)cc1	7%
67	CC1=NN(c2cccc(C(=O)O)c2)C(=O)/C1=C\c1ccc2c(c1)OCO2	16%
68	O=C(Nc1ccc(Cl)cc1)C(=O)NC1CCCCC1	1%
69	Cc1cccc(OCCNc2cc(Cl)ccc2[N+](=O)[O-])c1	19%
70	Cc1ccc(-c2nc3ccccc3o2)cc1NC(=S)NC(=O)/C=C/c1ccccc1	47%
71	COc1ccc(N2C(=O)NC(=O)/C(=C/c3cc(C)n(-c4ccc([N+](=O)[O-])cc4)c3C)C2=O)cc1	5%
72	CC(=O)c1cccc(NC(=O)COc2c(C)cc(Cl)cc2Cl)c1	18%
73	COCCN1C(=O)C(=O)/C(=C(/O)c2ccccc2)C1c1cc(OC)ccc1OC (stereo unspecified)	0%
74	O=C(Cc1ccccc1)Nc1cccc(NC(=O)c2ccccc2Cl)c1	8%
75	O=C(c1ccco1)N(Cc1ccccc1)C(Cc1ccccc1)c1cccs1 (stereo unspecified)	15%

Shown as labelled records: part of the list above
(48) CCOC(=O)C1=C(O)/C(=C/c2ccc(O)c(OCC)c2)SC1=Nc1ccccc1
  RNase H inhibition: 20%

(33) Cc1cc(Cl)ccc1OCC(N)=O
  RNase H inhibition: 3%

(62) CCN(Cc1ccccc1)C(=O)c1ccccc1C
  RNase H inhibition: 6%

(3) C/C(=N\NC(=O)c1cccc(C)c1)c1ccc(N)cc1
  RNase H inhibition: 5%

(cont.)
no.	compound	RNase H inhibition
76	COC(=O)C1=NNC2C(=O)N(c3ccccc3Br)C(=O)C12 (stereo unspecified)	4%
77	CCOC(=O)COn1c(=O)c[n+]([O-])c2ccccc21	1%
78	CCCN1C(=O)c2ccccc2NC1c1cccc(F)c1 (stereo unspecified)	0%
79	CCN(CC)C(=O)CSc1nc(N)c(C(=O)Nc2ccc(OC)cc2)s1	5%
80	COc1cc(C(=O)Nc2ccc3oc(-c4ccc(C)cc4)nc3c2)cc(OC)c1OC	15%
81	COc1ccc(/C=C/C(=O)Nc2ccc(N3CCCCC3)c(Cl)c2)cc1	19%
82	CN1C(=O)S/C(=C/c2ccc(-c3ccc(F)cc3)o2)C1=O	19%
83	Cc1ccc(C(=O)Nc2ccc(O)c(-c3nc4ccccc4s3)c2)cc1[N+](=O)[O-]	25%
84	Cc1ccc(-c2cc(C(F)(F)F)n3nc(C(=O)OC(C)C)cc3n2)cc1	15%
85	COc1ccc(-c2csc(Nc3cccc4ccccc34)n2)cc1F	10%&14%
86	O=C(Nc1ccc(OC(F)(F)F)cc1)c1cccc([N+](=O)[O-])c1	6%
87	Cc1ccc([N+](=O)[O-])cc1Cc1c(F)cc(F)cc1F	17%
88	Cc1ccc(N2C(=O)/C(=C/c3cc(C)n(-c4ccc(Cl)c(Cl)c4)c3C)C(=O)NC2=S)cc1	35%
89	C/C=C/C=C(/NC(=O)c1ccccc1)C(=O)Nc1cccc(C)c1	1%
90	Cc1ccc(NC(=O)/C(C#N)=C/c2ccc(N(C)C)o2)cc1C	5%
91	O=C(COc1ccc(Cl)cc1)NNC(=O)C(=O)NCCO	6%
92	Cc1cc2nc3s/c(=C/C=C/c4ccccc4)c(=O)n3c2cc1C	0%
93	CCOc1ccc2nc(SCC(=O)NCCc3ccccc3)sc2c1	4%
94	O=C(O)C1CCCCC1C(=O)Nc1nc(-c2ccc(Br)cc2)cs1 (stereo unspecified)	1%
95	COC(=O)/C=C1\N/C(=N\c2nc(C)c3cc(OC)ccc3n2)NC1=O	8%
96	N#Cc1c(NC(=O)c2ccc(Br)c(S(=O)(=O)N3CCOCC3)c2)sc2c1CCCC2	21%
97	COc1cccc(NC(=O)c2cc(I)ccc2Cl)c1	6%
98	Cc1ccccc1OCC(=O)Nc1cccc(-c2nc3ccccc3[nH]2)c1	15%
99	CCOC(=O)c1ccc(N2C(=O)CC(NCc3ccc(S(N)(=O)=O)cc3)C2=O)cc1 (stereo unspecified)	8%
100	Cc1cc(Br)cc(C)c1NC(=S)NC(=O)c1cccc(F)c1	18%
101	CCCC(=O)Oc1ccc(N(C(=O)CCC)S(=O)(=O)c2ccc(Cl)cc2)cc1Cl	16%
102	COc1ccccc1OCCOc1c(Cl)cc(/C=N/n2cnnc2)cc1OC	11%
103	COc1ccc(NC(=O)CN(c2cccc(C(F)(F)F)c2)S(C)(=O)=O)c(OC)c1	0%
104	CC1=C(C(=O)OC(C)C)C(c2coc3ccccc3c2=O)C2=C(CC(C)(C)CC2=O)N1 (stereo unspecified)	10%
105	CC(C)Oc1ccccc1OCCCOc1cccc2cccnc12	17%
106	CSc1ccc(/C=N/NC(=O)c2c[nH]c3ccccc23)cc1	17%
107	Cc1ccc(OCCCCCc2c(C)n[nH]c2C)c(C)c1	12%
108	O=[N+]([O-])c1ccc(N2CCN(Cc3c4ccccc4c(Cl)c4ccccc34)CC2)cc1	13%
109	Cc1ccc(C)c(S(=O)(=O)Nc2ccc3oc4c(c3c2)C(=O)CCC4)c1	16%
110	COc1ccccc1NC(=O)c1ccc(Oc2ccc(C(=O)Nc3ccccc3OC)cc2)cc1	8%
111	Cc1ccc([N+](=O)[O-])cc1S(=O)(=O)n1nnc2ccccc21	4%
112	COc1ccc(C(=O)Nc2nnc(CCS(=O)(=O)c3ccc4ccccc4c3)s2)cc1OC	11%
113	COc1cc(OC)c(C=Nc2ccc(Cl)cc2Cl)cc1Br	4%
114	O=C(c1ccccc1)C(Sc1ccc(Br)cc1)C(=O)c1ccccc1	5%
115	O=C(Nc1ccc(Cl)c(Cl)c1)Nc1nnc(COc2ccccc2)s1	6%
116	O=C(Nc1ccc(Cl)c(Cl)c1)OCCOc1ccc(Br)cc1Br	40%
117	O=C1CC(N2CCN(c3ccccn3)CC2)C(=O)N1c1ccccc1F (stereo unspecified)	2%
118	CC1CCCC(C)N1C(=O)COc1ccc2ccccc2c1 (stereo unspecified)	30%
119	O=C(Nc1cccc(-c2nc3ccccc3o2)c1)c1ccc([N+](=O)[O-])cc1Cl	15%
120	Cc1ccc(C(=O)N/N=C\c2ccc(I)o2)o1	15%
121	CN1C(=O)C(=Cc2ccc(-c3cccc(C(=O)O)c3)o2)C(=O)N(C)C1=S	38%
122	CCOc1nc(OCC)c(C=O)c(OCC)n1	5%
123	O=C(N/N=C/c1c(Cl)cccc1Cl)c1cccc(F)c1	6%
124	CC(=O)Nc1ccccc1/C=C/c1ccc2cccc(OC(C)=O)c2n1	5%
125	COc1ccc(OCC(=O)Nc2cccc(OC)c2)cc1	11%
126	Cc1cc(C)cc(N=Cc2c(C)[nH]c3ccccc23)c1	2%
127	COc1cc(Br)cc(/C=C2\C(=O)NN(c3ccccc3)C2=O)c1O	12%
128	COc1ccc(C2Nc3ccccc3C(=O)N2c2ccccc2)cc1 (stereo unspecified)	0%
129	CCC1(c2ccccc2)NC(=S)N(c2ccc(C)cc2)N1 (stereo unspecified)	14%
